# Assay outcomes from PubChem BioAssay.
# PL synth Enamine: animal cell phospholipid biosynthesis inhibition, Enamine screen | ZR-82 CHO cells, pyrene fatty acid UV survival, CellTiter Blue; peroxisome-deficient CHO-K1 mutant line; plus DGAT-1, DGAT-2 and ACAT inhibitors | calls only at 10 µM | 20,000 compounds, 0.4% hits;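 active = cell survival signal 2 SD away from solvent-only control wells, confirmed on one or two retests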;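 also: 3 h compound exposure then viability read about one day after UV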
# Calls only; i = inactive.
SMILES,PL synth Enamine
CCOC(=O)C1=C(COC(=O)c2c(C)noc2C)NC(=O)NC1c1cccs1 (stereo not drawn),i
O=C1N=c2c(Cl)cc(Cl)cc2=C1N=Nc1c(O)[nH]c2c(Cl)cc(Cl)cc12,i
Cc1cc(C(C)(C)C)cc(S(=O)(=O)Oc2ccc(Nc3ccc([N+](=O)[O-])cc3[N+](=O)[O-])cc2)c1C,i
CCN(Cn1c(=S)sc2ccccc21)C1CCCCC1,i
COc1ccc2nc(NC(C)=O)sc2c1,i
COc1cc([N+](=O)[O-])cc2sc(N)nc12,i
O=S(=O)(Nc1ccc(F)c(F)c1F)c1ccc(S(=O)(=O)N2CCCC2)cc1,i
CC(C)CCCC(C)Nc1ncnc2sccc12 (stereo not drawn),i
Cc1ccc(C)n1-n1cnc2sc3c(c2c1=O)CCC3,i
Fc1ccc(F)c(-c2cn3nc(C45CC6CC(CC(C6)C4)C5)sc3n2)c1,i
S=C(NC1CCCCC1)NC12CC3CC(CC(C3)C1)C2,i
CN(Cc1ccc(Cl)s1)C(=O)c1ccc(=O)n(C)n1,i
O=C(COC(=O)c1ncc(Cl)c(Cl)c1Cl)NC(=O)NC1CCCC1,i
CCc1ccc(C(=O)COC(=O)C2CC3CCCC(C2)C32SCCS2)s1 (stereo not drawn),i
O=C(CSc1nnc(SCC(=O)NC23CC4CC(CC(C4)C2)C3)s1)NC12CC3CC(CC(C3)C1)C2,i
CCOC(=O)c1cnc2sccn2c1=O,i
COc1ccc(S(=O)(=O)N(CC(F)(F)F)S(=O)(=O)c2ccc(OC)c(Br)c2)cc1Br,i
O=C(Nc1nnc(C2CC2)s1)Nc1ccc(F)cc1F,i
Cn1ccsc1=NC(=O)c1cc(F)cc(F)c1,i
COC(=O)c1c(C)[nH]c(C(=O)C(C)OC(=O)CC2CCCC2)c1C (stereo not drawn),i
Cc1occc1C(=O)NNC(=O)C1CCCC1,i
Cc1occc1-c1nnc(SCC(=O)N2CCCC2)o1,i
CN=c1scc(-c2ccc(C)c(C)c2)n1/N=C/c1ccc(O)c(O)c1O,i
CSCC(C(=O)O)N1C(=O)C2CCCCC2C1=O (stereo not drawn),i
Ic1ccc(C2=CC(c3ccccc3)n3nnnc3N2)cc1 (stereo not drawn),i
Cc1nc(Oc2cc(C(C)C)ccc2C)c2c(C)c(C)sc2n1,i
Cc1nn(C)c(C)c1NS(=O)(=O)c1c(C)n[nH]c1C,i
O=c1cc(CSc2nnc(-c3cccs3)n2C2CC2)nc2sccn12,i
CC1SCCN1S(=O)(=O)c1ccc(Cl)cc1 (stereo not drawn),i
O=C1CSC2=NCN(c3ccc(F)cc3)CN12,i
Brc1ccc(C2=CC(c3ccccc3)n3nnnc3N2)cc1 (stereo not drawn),i
O=c1cc(CSc2ccc(S(=O)(=O)N3CCCC3)cn2)nc2sccn12,i
Cc1nnc(SCC(=O)NCCN2C(=O)CSC2=O)s1,i
O=S(=O)(c1ccc(F)c(F)c1)N1CC[N+]2(CCCC2)CC1,i
CCC(CC)Cc1ccc(C(=O)O)o1,i
CN1C(=N)NC(=O)C1(CO)CO,i
CN=c1scc(-c2ccc(F)cc2)n1/N=C/c1ccc(Cl)c(Cl)c1,i
C=CCNC(=S)N=P(N1CCCCCC1)(N1CCCCCC1)C(C)(C)C,i
CCOC(=O)c1cnn(-c2c(F)c(F)c(F)c(F)c2F)c1N,i
FC(F)(F)c1ccc(NC2CCCCC2)nc1,i
CCc1nnsc1C(=O)O,i
Cn1nnnc1SCc1ccc(Cl)c(Cl)c1,i
NC(=O)c1c(NC(=O)COC(=O)C23CC4CC(CC(C4)C2)C3)sc2c1CCCC2,i
CCN(C1CCS(=O)(=O)C1)S(=O)(=O)c1ccc2ccccc2c1 (stereo not drawn),i
O=C(O)c1ccc(/C=C2\CSc3ccc(F)cc3C2=O)cc1,i
O=S(=O)(O)c1cccc(S(=O)(=O)c2cccc(S(=O)(=O)O)c2)c1,i
CC1CN(CCS(=O)(=O)c2cc(Cl)ccc2Cl)CC(C)O1 (stereo not drawn),i
N=C1c2ccccc2CN1Nc1ncc(C(F)(F)F)cc1Cl,i
Cc1cc(C(=O)Nc2nnc(C3CC3)s2)c(C)s1,i
C=C(C)CNC(=S)N=Nc1c(O)[nH]c2ccc([N+](=O)[O-])cc12,i
CCNC(=S)N/N=C(\C)c1ccco1,i
O=C(CSc1nnc2c(Cl)cc(Cl)cn12)NC(=O)NC1CCS(=O)(=O)C1 (stereo not drawn),i
CN1C(=O)C(=O)N(CC(=O)N2N=C(c3cccs3)CC2c2cccs2)C1=O (stereo not drawn),i
COC(=O)c1cc(=O)[nH]c(=S)[nH]1,i
O=[N+]([O-])c1ccc(S(=O)(=O)C2=CN3CCS(=O)(=O)N=C3S2)cc1,i
O=C1c2cccc3cccc(c23)N1Cn1c(=S)sc2ccccc21,i
C(=N\Nc1ccc2ccccc2n1)/c1cccs1,i
CNS(=O)(=O)c1ccc(OC)c(N(C)S(C)(=O)=O)c1,i
CC1(C)CC2=NN(c3ccccc3)P(=Nc3ccccc3[N+](=O)[O-])(N3CCCC3)C2=C(N2CCCC2)C1 (stereo not drawn),i
O=[N+]([O-])c1ccc(S(=O)(=O)Nc2ccc(SC(F)F)cc2)cc1,i
# Continued:
SMILES,PL synth Enamine
Fc1ccc(C2CC(c3ccc(Cl)cc3)=Nc3ccccc3S2)cc1 (stereo not drawn),i
O=C(COc1ncnc2sc3c(c12)CCC3)c1ccc(Cl)s1,i
COc1ccc(C2=CSC3=NS(=O)(=O)CCN23)cc1OC,i
CC1C/C(=N\Nc2ccc(S(N)(=O)=O)cc2[N+](=O)[O-])CC(C)(C)C1 (stereo not drawn),i
COc1cc(Cl)c(S(=O)(=O)N2CCCCC2)cc1Cl,i
O=S(=O)(Nc1ccc(S(=O)(=O)N2CCCC2)cc1)c1ccc(F)cc1,i
Clc1ccccc1CSc1nnc2c(n1)-c1cccc3cccc-2c13,i
O=S(O)OC1CS(=O)(=O)CC1c1ccccc1 (stereo not drawn),i
Oc1ccc(-c2c(F)c(F)c(-c3ccc(O)cc3)c(F)c2F)cc1,i
CC(=O)N1CN(CCCn2ccnc2)Cc2c1sc1c2CCCC1,i
Ic1ccc(NCc2nnc3n2CCCCC3)cc1,i
c1ccc(N=Nc2ccc(-n3nncc3C34CC5CC(CC(C5)C3)C4)cc2)cc1,i
CC1N(C)c2ccc(/C=C/c3sc4ccccc4[n+]3C)cc2C1(C)C (stereo not drawn),i
Cc1cccc2nc(CSc3nnc4c(n3)[nH]c3ccccc34)cn12,i
COCCN=c1scc(-c2ccc(OC)cc2OC)n1/N=C/c1ccc(O)c(O)c1O,i
O=C(CSc1nncs1)N1CCN(C(=O)CSc2nncs2)CC1,i
Cc1cc(C)n2nc(SCc3cc(=O)n4c(C)csc4n3)nc2n1,i
Nc1ccc(S(=O)(=O)C(F)(F)F)cc1[N+](=O)[O-],i
CSCCC(N)c1nc2ccccc2[nH]1 (stereo not drawn),i
CN(C)c1ccc(/C=N/Nc2ccc(F)cc2F)cc1,i

# Some of the entries so far, with tabs.
smiles	PL synth Enamine
O=S(=O)(Nc1ccc(S(=O)(=O)N2CCCC2)cc1)c1ccc(F)cc1	i
Clc1ccccc1CSc1nnc2c(n1)-c1cccc3cccc-2c13	i
O=S(O)OC1CS(=O)(=O)CC1c1ccccc1 (stereo not drawn)	i
Oc1ccc(-c2c(F)c(F)c(-c3ccc(O)cc3)c(F)c2F)cc1	i
CC(=O)N1CN(CCCn2ccnc2)Cc2c1sc1c2CCCC1	i
Ic1ccc(NCc2nnc3n2CCCCC3)cc1	i
c1ccc(N=Nc2ccc(-n3nncc3C34CC5CC(CC(C5)C3)C4)cc2)cc1	i
CC1N(C)c2ccc(/C=C/c3sc4ccccc4[n+]3C)cc2C1(C)C (stereo not drawn)	i

# (cont.)
SMILES,PL synth Enamine
c1ccc(-c2nc(Cc3nc(-c4ccccc4)n4ccccc34)c3ccccn23)cc1,i
Clc1ccc(C2=Nc3ccccc3SC2c2nc3ccccc3[nH]2)cc1 (stereo not drawn),i
CCOC(=O)c1c(C)[nH]c(C(=O)COC(=O)C2CC2)c1C,i
COC(=O)CNC(=O)CC12CC3CC(CC(C3)C1)C2,i
CNS(=O)(=O)c1ccc(N2CCCC2)c([N+](=O)[O-])c1,i
CS(=O)(=O)NCCCCCC(=O)O,i
Cc1sc2ncn(CC(=O)C(C)(C)C)c(=O)c2c1C,i
NC(=O)NN1C(=O)/C(=C\c2ccco2)SC1=S,i
COc1cc(OC)c(NS(=O)(=O)c2c(F)cc(F)cc2Br)cc1Cl,i
Brc1ccc2c(c1)c(-c1ccccc1)nc1nnnn12,i
Cc1nn(-c2ccccc2)c2c1P(=S)(OCC1CCCO1)/C(=C1/N(C)c3ccccc3C1(C)C)C=N2 (stereo not drawn),i
O=C(COC(=O)c1ccc([N+](=O)[O-])s1)c1ccc(Br)s1,i
COc1ccc(C2=NCC(CSc3nnc(-c4ccc5c(c4)OCO5)o3)S2)cc1 (stereo not drawn),i
COC(=O)c1cc(CSc2nnc(-c3ccoc3C)o2)oc1C,i
Cn1[nH]c(CP(=O)(c2ccccc2)c2ccccc2)cc1=O,i
Cc1nc(-c2cccs2)sc1C(=O)N1CCN(S(=O)(=O)c2c(C)noc2C)CC1,i
O=C(NN1C(=O)CSC1=S)c1csc2c1CCCC2,i
CCC(=NC1CCCCCC1)c1c(O)n(CC)c(=S)n(CC)c1=O,i
NC(=S)NCC1CCCO1 (stereo not drawn),i
CCOC(=O)c1sc(N)c(C(=O)OCC)c1CSc1nc(C)cs1,i
CC1CCC(NC(=O)CN2C(=O)NC3(CCCCC3C)C2=O)CC1 (stereo not drawn),i
O=C(O)CCCNC(=O)C12CC3CC(CC(C3)C1)C2,i
C=CCNC(=O)NC(=O)COC(=O)/C=C/c1ccco1,i
Nc1nnc(-c2ccccc2)c(-c2ccccc2)n1,i
O=C1C2C3C=CC(C3)C2C(=O)N1CCN1CCN(S(=O)(=O)c2cccs2)CC1 (stereo not drawn),i
CCN(CC)Cc1nc(N2CCN(S(=O)(=O)c3ccc(Cl)s3)CC2)c2c(C)c(C)sc2n1,i
CCOC(=O)N/N=C1\CC(C)CC(C)(C)C1 (stereo not drawn),i
Cc1nn(-c2ccc([N+](=O)[O-])cc2)c2c1/C(=N/Nc1ccc([N+](=O)[O-])cc1)CC(C)(C)C2,i
O=C(Cn1ncc(Cl)c(Cl)c1=O)NCC12CC3CC(CC(C3)C1)C2,i
O=S1(=O)CCC(NS(=O)(=O)c2ccccc2)C1 (stereo not drawn),i
O=c1cc(C(F)(F)F)c2ccc(OS(=O)(=O)c3cccs3)cc2o1,i
Oc1ccc(C2=Nc3ccccc3SC(c3ccccc3)C2)cc1 (stereo not drawn),i
CC1CC(C)(C)CC2(C1)NC(=O)N(CC(=O)OCC(=O)c1c(N)n(C)c(=O)n(C)c1=O)C2=O (stereo not drawn),i
C(=N\Nc1ncnc2sc3c(c12)CCC3)/c1ccc2c(c1)OCO2,i
CN1CCN(c2nc3ccccc3nc2NS(=O)(=O)c2cc(Cl)ccc2Cl)CC1,i
O=c1[nH]c(O)c(C=Nc2nc3ccccc3nc2N2CCCC2)c(=O)[nH]1,i
CN=C(N)SC,i
O=[N+]([O-])c1cc2c(cc1/C=N/NC(=S)NCC1CCCO1)OCO2 (stereo not drawn),i
CC1(C)CC(=O)C2=C(C1)N=C1SCCC(=O)N1C2c1ccc(C(F)(F)F)cc1 (stereo not drawn),i
O=S(=O)(Nc1ccc(F)c(F)c1)c1ccc(Cl)c(Cl)c1,i

# Filtered by structure, the compounds so far with a tert-butyl group.
SMILES,PL synth Enamine
Cc1cc(C(C)(C)C)cc(S(=O)(=O)Oc2ccc(Nc3ccc([N+](=O)[O-])cc3[N+](=O)[O-])cc2)c1C,i
C=CCNC(=S)N=P(N1CCCCCC1)(N1CCCCCC1)C(C)(C)C,i
Cc1sc2ncn(CC(=O)C(C)(C)C)c(=O)c2c1C,i

# (listing goes on)
SMILES,PL synth Enamine
COc1ccc(-c2nnc(-c3cccnc3)o2)cc1OC,i
c1ccc(-n2c(SCc3cn4ccccc4n3)nc3ccccc32)cc1,i
CC1=C(/C=C/C(C)=N/NC(=O)COc2cc(C)on2)C(C)(C)CCC1,i
Cc1nc(SC(C)C(=O)NC(N)=O)n(CC(C)C)c1C (stereo not drawn),i
CCCCn1c(=O)[nH]c(=O)c2c1nc(CSc1nncs1)n2CCC,i
C/C(=N\NC(=O)Cc1cccn1C)c1ccco1,i
Cc1cc(C)nc(N/N=C2/C(=O)c3cccc4cccc2c34)n1,i
Cc1ccc(/C=N/NC(=O)NC2CCCCC2)o1,i
CC(C)(C)C(=O)CSc1nccc(=O)[nH]1,i
C1CCN(Cc2nc(NCCN3CCOCC3)c3c4c(sc3n2)CCC4)CC1,i
CC(C)CN(C1CCS(=O)(=O)C1)S(=O)(=O)c1ccc2ccccc2c1 (stereo not drawn),i
OCCSc1nnc2c(n1)[nH]c1ccccc12,i
COC(=O)c1c(C)[nH]c(C(=O)C(C)OC(=O)[C@H](C)N2C(=O)C3CC=CCC3C2=O)c1C (stereo partly drawn),i
Clc1ccc(-c2ccc(C3=Nn4c(nnc4-c4ccco4)SC3)o2)cc1Cl,i
O=C(CSc1nnc(NC2CC2)s1)NCC(F)(F)F,i
CC(C)c1ccc(C2=CSC3=NS(=O)(=O)CCN23)c(C(C)C)c1,i
Cn1cccc1P(=Nc1ccccc1)(c1cccn1C)c1cccn1C,i
O=c1[nH]cnc2c1cnn2-c1ccc(F)cc1,i
O=c1cc(CSc2nc3ccccc3c(=O)[nH]2)c2c(ccc3ccccc32)o1,i
Cc1cc(=O)cc(C)[nH]1,i

# A different layout for some results above:
compound | PL synth Enamine
Cc1ccc(/C=N/NC(=O)NC2CCCCC2)o1 | i
CC(C)(C)C(=O)CSc1nccc(=O)[nH]1 | i
C1CCN(Cc2nc(NCCN3CCOCC3)c3c4c(sc3n2)CCC4)CC1 | i
CC(C)CN(C1CCS(=O)(=O)C1)S(=O)(=O)c1ccc2ccccc2c1 (stereo not drawn) | i

# Remaining list, next part:
SMILES,PL synth Enamine
O=C(Cn1cc(C(F)(F)F)cc(Cl)c1=O)N1CCCC1c1cccs1 (stereo not drawn),i
CN(Cc1ccsc1)C(=O)Cn1cc(Br)ccc1=O,i
CC(=O)c1ccc(C(=O)O)s1,i
CC(C)n1nccc1NC(=O)c1csc2c1CCCC2,i
Cn1c(C(F)(F)F)nc2ccccc21,i

# The list is partial (hit frequency here may not be typical).
